A549 viability = kills or reduces viability of A549 cells in Nrf2 counter-screen; A549 ARE-Fluc cells, CellTiter-Fluor viability, 18-24 h; Potency, µM (doses to about 46 µM), for inactives: at the highest dose activity change, negative = cytotoxicity, actives largely listed as inhibitors; actives 0.16% (n = 390,000); AID 504648; further: potency means the concentration at half of the fitted maximal effect; on the % scale 0 is the no-effect control and ±100 the full control effect
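Cytotoxicity counterscreen: CellTiter-Fluor fluorescence was measured in A549 ARE_Fluc cells after 18-24 h of compound exposure in a concentration series. The subsequent BugLite luminescent read reports ARE-luciferase activity.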
TGFb SMAD3 inh = blocks TGF-b signaling | HepG2 CAGA-GFP TGF-b/SMAD3 reporter, GFP fluorescence, 18 h; TGF-beta stimulated, 500 pg/mL final | Potency, µM (top dose mostly 46.1 µM), inactives show at the highest dose activity, negative = inhibition, actives largely listed as inhibitors | actives 1.2% (n = 410,000); further: potency means the concentration at half of the fitted maximal effect; on the % scale 0 is the no-effect control and ±100 the full control effect; nearly all actives have a fitted effect of over 65% in size
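TGF-beta reporter screen: HEPG2 CAGA-GFP, 1% FBS, 500 pg/mL TGF-beta final, 18 h; per-cell GFP summed per well; curves fitted and categorized by class.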
pAkt inh = inhibitors of Akt phosphorylation; Neuro2A IGF-stimulated pAkt S473 HTRF, 20 min; stronger effect = lower value; activity change, % for hits at 50 µM; actives 0.32% (n = 360,000); AID 651550; in the data active means activity change below about -80%; inconclusive means mostly about -51% to -80%; further: on the % scale 0 is the no-effect control and ±100 the full control effect
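Neuro2A cells (4,500/well, DMEM with 0.5% FBS) were treated with compound at a single 50 µM final concentration, stimulated with 6 nM IGF for 20 min at 37 °C, and lysed. Phospho-Akt Ser473 was read by HTRF as 665/615 ratio ×10^4.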
Nrf2 ARE act = activates Nrf2 signaling | actives 0.31% (n = 410,000) | AID 624171 | Potency, µM (top dose mostly 46.1 µM), without a hit: top-dose activation, most hits filed as activators | AREc32 ARE-luciferase reporter (MCF7-derived line), luminescence, 24 h; further: potency means the concentration at half of the fitted maximal effect; % of control where 0% means no effect; nearly all actives have a fitted effect of over 65% in size
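Reporter line AREc32 (ARE-Fluc), seeded overnight in OPTI-MEM with 5% FBS; compound pin-transferred, 24 hr at 37 deg C, 5% CO2; luminescent read-out.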
HepG2 viability = kills HepG2 cells in TGF-b inhibitor counter-screen | Potency, µM (top dose mostly 46.1 µM), without a hit: at the highest dose activity change, negative = cytotoxicity, usual class: cytotoxic | HepG2 CAGA-GFP viability, ATP luminescence, 18 h | actives 0.76% (n = 410,000); further: potency means the concentration at half of the fitted maximal effect; some results filed as inactive show a strong effect at the top dose
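CellTiter-Glo luminescence gave cytotoxicity after 18 hours at 37 degrees C. The cells were HepG2 CAGA-GFP in 1% FBS DMEM, stimulated with 500 pg/mL TGF-beta after compound addition. %Activity was normalised to no-cell wells (complete cell-killing) and DMSO (no toxicity), and curves were fitted and classified.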
S2 tox = viability counter-screen for ATXN expression inhibitors; S2 cells (HEK-293 line with an ATXN2-luciferase reporter) viability, CellTiter-Fluor protease fluorescence, 24 h; actives 0.49% (n = 400,000); Potency, µM (titrated, usually from 56.7 µM), actives largely listed as cytotoxic; further: potency means the concentration at half of the fitted maximal effect; nearly all actives have a fitted effect of over 40% in size
Nrf2 inh = inhibitors of Nrf2 signaling. A549 ARE-Fluc reporter, luciferase luminescence, 18-24 h. Potency, µM (doses to about 46 µM), for inactives: at the top dose activity change, negative = inhibition, most hits filed as inhibitors. actives 2.1% (n = 360,000). AID 504444; further: potency means the concentration at half of the fitted maximal effect; on the % scale 0 is the no-effect control and ±100 the full control effect; nearly all actives have a fitted effect of over 60% in size
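In this cell-based qHTS, ARE-driven firefly luciferase in A549 cells reports Nrf2 activity; the luminescent signal after BugLite lysis is the measured value, with a prior CellTiter-Fluor read for cell health.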
MmCpn inh = M. maripaludis TRiC chaperonin inhibition; purified Mm-Cpn ATPase, ADP Transcreener TR-FRET; Potency, µM (titrated, usually from 76.9 µM), for inactives: top-dose activity, negative = inhibition, hits mostly inhibitors; actives 0.031% (n = 330,000); AID 504842; further: potency means the concentration at half of the fitted maximal effect; on the % scale 0 is the no-effect control and ±100 the full control effect; nearly all actives have a fitted effect of over 80% in size
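Inhibition of chaperonin ATP hydrolysis is measured as reduced ADP production, detected by competitive TR-FRET in which signal falls with ADP. Final enzyme 25 nM and ATP 10 uM, reacted 30 min at 37°C.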
CCT chaperon mod = modulators of cytosolic chaperonin (CCT/TRiC) activity | purified chaperonin ATPase assay, HTRF ADP detection, 30 min | activity change, % (no concentration beside the values), hits read low | actives 0.3% (n = 360,000) | AID 651819; in the data active means activity change below about -30%; further: on the % scale 0 is the no-effect control and ±100 the full control effect
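Enzyme 40 or 20 nM (batch-dependent) in Tris pH 7.4/KCl/MgCl2/DTT; cpd 76 uM single point; ATP 10 uM; 30 min 37 °C; Transcreener ADP HTRF detection, 30 min RT; ratio 665/615.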
* = called active by the depositor; i = inactive; ? = inconclusive; . = no result given; [ ] = another dose, or the depositor's remark. Unless noted, the call rests on the fitted dose curve; in most records, active means well fitted curve in the direction sought with a large enough effect; inconclusive means small, poorly fitted or top-dose-only effect, or another doubt; inactive means no such curve, though single readings can be large; an effect the other way counts as inactive or inconclusive.

SMILES	A549 viability	TGFb SMAD3 inh	pAkt inh	Nrf2 ARE act	HepG2 viability	S2 tox	Nrf2 inh	MmCpn inh	CCT chaperon mod
O=C(Cc1ccccc1Cl)Nc1cc(S(=O)(=O)N2CCOCC2)ccc1N1CCOCC1	2%	-26%	i	-0.2%	-9%	i	-7%	-2%	-0.1
OCCNc1ccc(Cl)cc1	-7%	-24%	i	-0.7%	4%	i	4%	0%	-0.3
Cc1ccc(S(=O)(=O)NCC(=O)N(CC2CCCO2)C(C(=O)NCC2CCCO2)C(C)C)cc1 (configuration not stated)	-2%	4%	i	-0.6%	0%	?	4%	1%	0.1
COc1ccc2c(c1)CO[C@]21O[C@H](CCO)C[C@H](O)[C@H]1O	.	-6%	i	0.3%	-15%	i	.	.	-0.6
CC(=O)n1c2c(c3ccccc31)OC(N)=C(C#N)C2c1cccc(Cl)c1Cl (configuration not stated)	12%	-2%	i	9.1%	6%	?	0%	0%	0.6
CCC(C)(C)NC(=O)C(c1cccn1C)N(Cc1ccccc1)C(=O)Cn1nnc2ccccc21 (configuration not stated)	-5%	6%	i	-0.4%	0%	i	7%	1%	-2.9
O=S1(=O)N=C(SCCO)c2ccccc21	0%	-4%	i	-0.8%	14%	i	.	0%	-0.7
O=C(c1cc(C2CC2)nn1-c1ccccc1)N1CCN(S(=O)(=O)c2cccc(F)c2)CC1	-11%	0%	i	0.1%	-21%	i	?	-2%	-3.0
CCC(=O)N1CCCc2cc(S(=O)(=O)N3CCC(N4CCCCC4)CC3)ccc21	14%	-6%	i	-0.3%	-6%	i	6%	0%	-2.1
Brc1ccc(OCCCN2CCOCC2)cc1	-8%	-9%	i	3.1%	9%	i	4%	-2%	-0.2
Cc1ccc(CCC(=O)Nc2ccc(C)c(C)c2)o1	-2%	0%	i	-0.6%	-1%	i	?	0%	1.1
CCOc1ccc(NC(=O)C(C)n2c(=O)cc(C)c3c(C)nn(-c4ccccc4)c32)cc1 (configuration not stated)	-5%	-14%	.	0.4%	6%	?	12%	.	.
O=C(NCc1ccccc1OC(F)(F)F)C1CCC(=O)N(CCc2ccccn2)C1 (configuration not stated)	-6%	20%	i	-1.1%	4%	i	-5%	.	-0.4
Cc1ccc(-n2nnc3c(=O)n(Cc4cccc(C)c4)cnc32)cc1	18%	-6%	i	1.6%	-5%	i	10%	0%	1.4
CCN1CCN(c2nc(-c3cccnc3)nc3ccccc23)CC1	-9%	-5%	i	5.6%	-8%	?	?	-1%	-1.3
Cn1c(SCC(=O)NC(C)(C)C)nnc1-c1ccc(C(C)(C)C)cc1	1%	-5%	i	-0.2%	-20%	i	-6%	?	-0.5
CCc1nc2c(OCc3ccc(C(F)(F)F)cc3)cccn2c1N(C)C(=O)c1ccco1	.	?	i	0.1%	-8%	i	.	.	-2.9
CCOC(=O)/C(C#N)=C/Nc1cc(OC)ccc1OC	-4%	-5%	i	0.5%	1%	i	-1%	-7%	-1.2
O=C(CN(C(=O)Cn1nnc(-c2ccc(F)cc2)n1)c1ccc(F)c(Cl)c1)NCC1CCCO1 (configuration not stated)	1%	?	i	0.3%	0%	i	?	-2%	2.1
Cc1ccccc1-c1nc(CN2CCC(C(=O)NCC3CCCO3)CC2)c(C)o1 (configuration not stated)	9%	-6%	-119%*	0.1%	-11%	i	7%	-2%	-8.3
COc1ccc(-c2nnc(-c3cccnc3)o2)cc1OC	2%	-10%	.	3.0%	2%	i	.	-1%	-1.5
CN(Cc1ccccc1)c1nnc(N)s1	-10%	-5%	i	-1.1%	-12%	i	-12%	-5%	0.9
COc1ccc(S(=O)(=O)N2CCOC2CNC(=O)C(=O)NCc2ccco2)cc1 (configuration not stated)	4%	8%	i	-0.5%	8%	i	2%	-3%	-0.4
COc1ccc(NC(=O)CSc2oc(-c3ccc(F)cc3)nc2S(=O)(=O)c2ccc(C)cc2)c(OC)c1	-2%	-30%	.	0.7%	-6%	i	4%[9.27 µM]	.	.
CCOc1ccc(CCNC(=O)C2CCCN(c3nnc(-n4cccc4)s3)C2)cc1OCC (configuration not stated)	-8%	-15%	i	0.0%	-21%	?	-15%	1%	-0.1
CC(=O)Nc1nc2ccc(S(=O)(=O)N3CCCCC3)cc2s1	-7%	?	i	2.7%	-5%	i	11%	-5%	-2.0
COc1ccccc1-c1cn[nH]c1-c1ccc(OCc2ccc([N+](=O)[O-])cc2)cc1O	-2%	?	i	2.1%	-48%	i	9%	0%	-2.3
CCOc1ccc(CCNS(=O)(=O)c2ccc(-c3ccc(=O)[nH]n3)o2)cc1OCC	4%	1%	i	0.4%	4%	i	-8%	-2%	-2.8
COc1ccc(C(=O)NCCN2CCCC2)cc1	0%	-4%	i	-0.1%	-13%	i	-6%	-1%	-0.6
Cn1c(=O)oc2cc(S(=O)(=O)NC3CCCc4ccccc43)ccc21 (configuration not stated)	6%	-1%	i	0.6%	-21%	i	14%	-4%	-1.0
CN(C)c1ccc(/C=N/NC(=O)CSc2ccccn2)cc1	15%	52%	i	4.2%	-63%	i	?	0%	-3.3
CC(=O)C1=C(O)C(=O)N(Cc2cccnc2)C1c1ccc(C(C)C)cc1 (configuration not stated)	3%	4%	i	-1.3%	1%	i	2%	1%	0.3
Cc1cc(C)nc(SCc2nnc(SCC(=O)N3CCCc4ccccc43)o2)n1	1%	-8%	i	0.2%	-18%	?	-18%	2%	-0.9
Cn1c(=O)n(C)c2cc(N3CCCCC3)c(NC(=O)c3cccc(Cl)c3)cc21	1%	6%	i	-0.3%	-5%	i	1%	2%	-1.4
CC(=O)Nc1sc(C)c(C)c1CN1CCN(S(=O)(=O)c2ccccc2)CC1	-5%	6%	i	0.0%	-16%	i	-13%	1%	-1.3
COc1ccccc1NC(=O)c1ccc(NC(=O)c2cc3c(s2)CCC3)cc1	0%	-5%	i	1.9%	-13%	i	23µM*	1%	-0.7
COC(=O)c1oc2ccc(Br)cc2c1NC(=O)CCN1CCOCC1	.	21%	i	7.9%	-5%	i	-8%	-1%	1.5
CCC(C(=O)Nc1cc(C(F)(F)F)ccc1Cl)n1nc(C)c2sc3ccccc3c2c1=O (configuration not stated)	-11%	-3%	.	0.6%	-14%	.	6%	.	.
O=C(/C=C/c1ccc(Cl)cc1)NCc1cccs1	7%	0%	i	1.5%	-12%	i	7%	1%	1.2
NC(CO)c1csc(Nc2ccc(C(F)(F)F)cn2)n1 (configuration not stated)	.	-1%	i	-0.3%[9.22 µM]	-33%	i	.	.	-0.5

With a hit mark in Nrf2 inh, among the entries above:
SMILES | TGFb SMAD3 inh | pAkt inh | Nrf2 inh | MmCpn inh | CCT chaperon mod
COc1ccccc1NC(=O)c1ccc(NC(=O)c2cc3c(s2)CCC3)cc1 | -5% | i | 23µM* | 1% | -0.7

Continuation.
SMILES	A549 viability	TGFb SMAD3 inh	pAkt inh	Nrf2 ARE act	HepG2 viability	S2 tox	Nrf2 inh	MmCpn inh	CCT chaperon mod
O=C(CSc1ccc(Br)cc1)Nc1ccccc1N1CCOCC1	24%	-21%	i	2.3%	-23%	i	?	-4%	-0.4
COc1cc2c(cc1OC)C(COc1ccc(C(C)C)cc1)N(C(=O)COc1ccccc1)CC2 (configuration not stated)	-17%	-9%	.	0.5%	-22%	i	.	.	.
CN(c1cccnc1)c1ncnc2[nH]ncc12	-1%	7%	i	-0.7%	15%	i	1%	-12%	1.1
COc1ccc([N+](=O)[O-])cc1NC(=O)Nc1cccc(Cl)c1	-6%	0%	i	5.5%	-25%	i	?	-1%	1.4
O=C(NCc1ccco1)c1ccc(CS(=O)Cc2ccc(Cl)cc2)o1 (configuration not stated)	0%	3%	i	0.3%	5%	?	6%	0%	-3.3
Cc1csc(NC(=O)CCN2C(=O)c3ccccc3S2(=O)=O)n1	6%	-4%	i	2.5%	1%	i	17%	-2%	2.6
O=C(c1cc(-c2ccc(O)cc2)on1)N1CCCc2ccccc21	9%	2%	i	4.3%	-16%	i	20%	2%	1.0
Nc1nc(N2CCOCC2)n[nH]1	-15%	3%	i	0.3%	3%	i	-1%	-1%	0.3
COC(=O)c1cc(OC)c(OC)cc1NC(=S)N1CCN(C/C=C/c2ccccc2)CC1	-20%	?	i	5.1%	-18%	i	-3%	-3%	0.8
COC(=O)Cc1ccc(OC(=O)CCS(=O)(=O)c2ccc(Cl)cc2)cc1	-3%	-4%	i	0.1%	-3%	i	7%	-1%	-4.3
COc1cc(NC(=O)COn2nnc3ccc(S(C)(=O)=O)cc32)cc(OC)c1	-12%	3%	i	21%	6%	?	-12%	-4%	-1.8
CCOc1ccc(C2NC(=O)NC(C)=C2C(=O)OC)cc1C (configuration not stated)	2%	-5%	i	0.1%	-35%	i	.	1%	0.4
O=C(NCN1CCc2ccccc2C1)c1cnccn1	-13%[1.84 µM]	?	i	-1.0%	-19%	i	10%	1%	-4.8
Cc1ccc(NC(=O)c2cc3ccccc3o2)nc1	0%	2%	i	6.6%	-5%	i	?	-2%	-2.0
Cc1cccc(-n2c(C)cc(C)c(C#N)c2=O)c1	-2%	11%	i	-0.2%	-1%	i	-9%	2%	-2.5
CC(C)(C)C1CCNC(=O)CC1 (configuration not stated)	.	-9%	i	0.2%	-35%	i	.	.	1.6

Of the compounds above, these have a tert-butyl group:
SMILES	A549 viability	TGFb SMAD3 inh	pAkt inh	Nrf2 ARE act	HepG2 viability	S2 tox	Nrf2 inh	MmCpn inh	CCT chaperon mod
Cn1c(SCC(=O)NC(C)(C)C)nnc1-c1ccc(C(C)(C)C)cc1	1%	-5%	i	-0.2%	-20%	i	-6%	?	-0.5
CC(C)(C)C1CCNC(=O)CC1 (configuration not stated)	.	-9%	i	0.2%	-35%	i	.	.	1.6
